# Ba/F3 V617F tox – loss of viability in JAK2V617F-driven Ba/F3 cells; Ba/F3 EpoR-JAK2V617F viability, ATP luminescence; 220,000 compounds, 1.1% hits; inhibition, % at 5.6 µM;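 active = inhibition above the campaign mean plus 3 SD over all tested compounds, cut at about 24% in these data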;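 note: cytokine-independent growth of Ba/F3 cells driven by EpoR plus mutant JAK2; 0% = DMSO-treated cells and 100% = JAK inhibitor I control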
# Tb hexokinase – T. brucei hexokinase 1 inhibition; recombinant TbHK1, G6PDH-coupled NADH A340; inhibition, % at 10 µM; 220,000 compounds, 0.11% hits; AID 1430;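 active = inhibition of 50% or more in the single-dose primary screen; inactive = inhibition below 50%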
# Furin inhibitor – inhibitors of human furin; P09958; purified furin, fluorogenic substrate cleavage; inhibition, % at 30 µM; 220,000 compounds, 0.061% hits; AID 463115; in the data active = inhibition above about 25%; note: inactives centre near -15
# EP2 antag – inhibitors of human EP2 prostaglandin E2 receptor; C6 glioma cells expressing human EP2, cAMP TR-FRET; cells stimulated with saturating PGE2; P43116; 260,000 compounds, 0.52% hits; inhibition, % at 25 µM;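 active = percent inhibition above 40 after rounding to a whole number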;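 note: rat C6 glioma host cells with rolipram phosphodiesterase inhibitor present; the protocol text gives 20 µM as final concentration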
# Target sequence (P43116 whole entry, looked up): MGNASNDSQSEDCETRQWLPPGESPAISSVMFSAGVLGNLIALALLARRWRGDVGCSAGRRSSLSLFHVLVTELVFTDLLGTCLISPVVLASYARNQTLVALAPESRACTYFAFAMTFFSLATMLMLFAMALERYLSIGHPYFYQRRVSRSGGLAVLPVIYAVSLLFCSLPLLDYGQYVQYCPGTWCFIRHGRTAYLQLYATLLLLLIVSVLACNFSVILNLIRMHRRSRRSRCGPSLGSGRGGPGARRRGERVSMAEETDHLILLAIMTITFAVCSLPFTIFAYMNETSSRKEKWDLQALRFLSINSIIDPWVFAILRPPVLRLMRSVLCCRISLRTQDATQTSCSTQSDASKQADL
# RBBP9 inh – blocks human serine hydrolase RBBP9 | 220,000 compounds, 0.2% hits | inhibition, % at 7.94 µM | O75884 | recombinant RBBP9, FP-Rh probe fluorescence polarization;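 active = inhibition above the campaign mean of all tested compounds plus 3 SD, cut at about 14% in these data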;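 note: plate controls were DMSO wells with RBBP9 for no effect and wells lacking RBBP9 protein for full effect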
# Target sequence (O75884 whole entry, looked up): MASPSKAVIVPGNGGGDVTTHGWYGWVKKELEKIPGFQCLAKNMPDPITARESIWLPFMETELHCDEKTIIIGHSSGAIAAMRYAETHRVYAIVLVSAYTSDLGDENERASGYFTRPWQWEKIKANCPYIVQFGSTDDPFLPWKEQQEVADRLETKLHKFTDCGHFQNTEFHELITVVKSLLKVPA
#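 Material: RBBP9 protein. Amount: RBBP9 at 2.5 µM in dispensed solution, before mixing. Schedule: 30 min then 45 min, 25 °C. Medium: Tris buffer pH 8.0, NaCl, Pluronic. Measured by: fluorescence polarization. Measure: percent inhibition from mP, scaled between DMSO and no-protein wells. Replication: one well per compound.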
# p47phox inh – p47phox (human) inhibition; inhibition, % at 24.7 µM; 220,000 compounds, 0.53% hits; AID 1274; p47phox/p22phox peptide binding, fluorescence polarization, 2 h;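 active = inhibition above about 30%, limit read from the data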;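 note: 0% = p47phox with labelled peptide and 100% = labelled peptide alone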
# Target sequence (P14598 whole entry, looked up): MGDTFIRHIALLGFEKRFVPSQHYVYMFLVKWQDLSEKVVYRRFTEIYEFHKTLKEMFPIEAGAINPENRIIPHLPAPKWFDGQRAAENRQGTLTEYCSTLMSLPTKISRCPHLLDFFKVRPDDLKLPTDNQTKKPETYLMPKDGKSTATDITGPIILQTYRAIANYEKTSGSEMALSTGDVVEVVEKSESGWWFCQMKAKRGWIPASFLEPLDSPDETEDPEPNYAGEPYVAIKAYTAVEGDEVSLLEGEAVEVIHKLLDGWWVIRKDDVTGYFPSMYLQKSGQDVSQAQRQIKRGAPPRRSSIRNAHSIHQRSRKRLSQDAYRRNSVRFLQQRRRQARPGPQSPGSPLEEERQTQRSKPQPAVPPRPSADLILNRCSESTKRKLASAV
# p97 inhibitor – human p97 ATPase inhibition | AID 1481 | P55072 | 220,000 compounds, 0.42% hits | inhibition, % at 8 µM | recombinant p97 ATPase, Kinase-Glo ATP luminescence, 3 h; in the data active = inhibition above about 15%;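 note: 0% = DMSO vehicle and 100% = wells lacking enzyme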
# BaF3 tox – counter-screen for JAK2V617F inhibitors: parental Ba/F3 viability inhibitors; CellTiter-Glo ATP luminescence; inhibition, % at 5.6 µM; 220,000 compounds, 1.1% hits; AID 1486;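 active = inhibition above a per-campaign cutoff, the mean inhibition of all tested compounds plus 3 SD, cut at about 27% in these data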;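 note: 0% = DMSO wells and 100% = JAK Inhibitor I control wells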
# PPC-1+TRAIL kill – PPC-1 cancer cell killing with TRAIL present; PPC-1 cells + TRAIL, ATPLite viability luminescence; cell killing (% activity), % at 4 µM; 220,000 compounds, 0.41% hits; AID 1443;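 active = cell killing above 50% in the first pass at 4 µM, then a duplicate retest at 5 µM averaging 50% or more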;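 note: plate controls were cells with TRAIL plus DMSO for no effect and medium-only wells lacking cells for full effect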
# Numbers without * were called inactive; / = not tested or not shown; & = joins results of further samples; [ ] = another dose, or the depositor's remark. Only part of the results is shown (hit frequency here may not be typical).
SMILES,Ba/F3 V617F tox,Tb hexokinase,Furin inhibitor,EP2 antag,RBBP9 inh,p47phox inh,p97 inhibitor,BaF3 tox,PPC-1+TRAIL kill
Cc1nnc(SCC(=O)NCc2ccco2)n1Cc1ccccc1,1,-2,-16[20 µM],4,-3,-6,-2,8,38
CC(/C=N/NC(=O)CSc1nc2ccccc2n1C)=C\c1ccco1,-1,-31,-16,7,-9,-12,4,4,25
COc1ccccc1N1CCN(CC(=O)Nc2ccc(C)c(F)c2)CC1,-2,0,5,15,-3,-1,-1,3,22
Cc1nc2sc(C(c3cccs3)N3CCN(c4cccc(Cl)c4)CC3)c(O)n2n1 (stereo unspecified),4,-16,-19,12,-1,-8,-1,13,8
O=C(O)c1ccc(-n2c(-c3cc(-c4ccco4)[nH]n3)n[nH]c2=S)cc1,-4,0,-24[20 µM],7,6,-29,6,1,24
COc1cc(/C(C)=N/NC(=S)NC(C)C)cc(OC)c1OC,2,-13,-19,5,0,-8,-1,8,16
Fc1ccc2c(c1)[C@H]1OCC[C@H]1[C@@H](c1ccco1)N2,-3,-11,-30[20 µM],3,-6,-4,-1,4,15
COc1cc2cc(C)c3nnc(SCC(=O)Nc4cc(C)on4)n3c2cc1OC,0,-7,-12,8&3,-3,-1,2,5,10
C#CC1(NC(=O)NCCCC)CCCCC1,2,-1,-33,5,13,57*,2,3,-17
Cn1nnnc1SCC(=O)c1cccs1,3,0,-19,6,-3,-2,-1,7,2
CCN(CC)S(=O)(=O)c1cccc(C(=O)NCC(c2ccccc2)N(C)C)c1 (stereo unspecified),-2,1,-14,0,7,-4,3,7,17
O=C(O)CCS(=O)(=O)c1ccc(-c2ccccc2)cc1,-6,4,-25,2,-2,22,7,0,25
CCOc1ccc(C2=Nn3c(nnc3-c3ccccn3)SC2)cc1,-1,-17,-11,11,-4,0,2,-1,11
CC1CCc2c(sc(/N=C/c3cccnc3)c2C(N)=O)C1 (stereo unspecified),-1,-14,-17,7,1,-16,4,-1,15
CC(/C=N/NC(=S)Nc1cccc(S(=O)(=O)N(C)C)c1)c1ccccc1 (stereo unspecified),3,1,-19,9,-6,-9,2,-4,36
COc1ccc(NC(=O)c2cccc(NC(=O)C3C4CC5OC(=O)C3C5C4)c2)c(OC)c1 (stereo unspecified),-1,0,-27[20 µM],8,-7,-12,4,4,-4
CCNC(=O)CSc1nnc(-c2cc(-c3ccc(Cl)cc3)nc3ccccc23)o1,1,-19,-12,16,-2,-16,-4,7,19
CC(C)c1ccc(NC(=O)N(CCc2nc3ccccc3[nH]2)C2CCCC2)cc1,-2,9,-10[20 µM],7,1,-19,4,0,19
COc1cccc(OCc2nnc(SCC(=O)NCc3ccco3)n2CCc2ccccc2)c1,-1,9,-17,4,-2,-13,0,8,1
Cc1c(N2C(=O)c3ccc(Br)cc3C2=O)c(=O)n(-c2ccccc2)n1C,-3,-1,-16[20 µM],10,-6,-14,4,0,20
O=C(c1ccc2c(c1)OCO2)C1CCCN(C(=O)NCc2ccccc2)C1 (stereo unspecified),0,1,-23,5,-10,-10,0,5,20
Brc1ccc(-c2nnc(-c3ccc4c(c3)OCO4)o2)o1,5,3,-7[20 µM],1,2,-14,-5,9,38
O=C(Nc1ncc(Cc2cc(Cl)ccc2Cl)s1)c1ccc([N+](=O)[O-])cc1,1,-16,-6[20 µM],13,-3,-13,-4,0,13
CCOc1ccc(CCNC(=O)C(C)n2nc(C)n3c(cc4occc43)c2=O)cc1OCC (stereo unspecified),4,-1,-20,8,-7,-5,-3,4,25
Brc1ccc(C2=Nn3c(nnc3-c3cccnc3)SC2)s1,1,-4,-22,9,-4,-3,7,3,-22
N#Cc1cc(Sc2ccccn2)c(Sc2ccccn2)cc1C#N,-2,58*,4,3,-8,-2,-1,0,0
c1ccc(OCCSc2nc3ccccc3[nH]2)cc1,-2,7,-4[20 µM],7,0,-20,1,5,4
COc1ccc(OC)c2c(C)cc(N3CCN(C(=O)c4ccc(F)cc4)CC3)nc12,-3,-9,-21[20 µM],18,-5,-5,1,3,19
COC(=O)c1ccc(COc2ccc(-c3nnn(CC(N)=O)n3)cc2)cc1,-5,-9,-32,6,5,-4,6,-2,18
CSc1nc2ccc(NC(=O)C3=NN(c4ccccc4)C(=O)CC3)cc2s1,3,-25,-17,7,-10,-11,-2,7,46
COc1ccccc1NC(=O)Oc1cccc(OC(=O)c2ccccc2)c1,-1,-1,-11,7,2,1,4,-5,14
COc1ccc(-c2nc(CS(=O)(=O)CC(=O)Nc3ccc(Cl)cc3)c(C)o2)cc1,-3,-2,-27,13,-7,0,3,1,23
O=C(Nc1ccc(N2CCOCC2)cc1)C1CCCCC1,-4,-1,-12[20 µM],5,5,-13,0,0,29
Cn1nc(-c2ccc(Cl)cc2)c2cc(C(=O)NCC3CCCO3)sc21 (stereo unspecified),0,-21,-12,21,-7,-7,1,11,28
Cn1cccc1CC(=O)N/N=C/c1ccco1,-1,-12,-17,5,1,-8,17*,5,-7
Brc1ccc(-c2nnc3n2-c2ccccc2CC3)cc1,-2,1,-19,18,-5,-11,4,3,-6
c1ccc(-c2ccccc2OCCCN2CCCC2)cc1,1,3,-14,6,-11,-3,0,4,27
CC1(C)C(c2ccco2)=[N+]([O-])C2(CCCCC2=O)N1O (stereo unspecified),-1,-1,-6[20 µM],10,-7,-9,3,0,33
Cc1cc(Br)ccc1OCC(=O)NNC(=O)c1cnccn1,-1,-10,-16,9,-4,-6,1,1,2
C(=NCCCN1CCOCC1)c1ccc2c(c1)OCO2,4,2,-3,5,-1,-2,1,6,7
CCOC(=O)Cn1cc(C(=O)c2cccs2)c2ccccc21,1,-28,-4[20 µM],11,-1,-12,6,3,2
O=C(NC(=S)N1CCN(c2ccccn2)CC1)c1ccco1,-4,-4,-23,8,-3,1,6,8,-4
ON1C2CCCCC2N(O)C1c1ccccc1C(F)(F)F (stereo unspecified),0,3,-24[20 µM],10,-5,-15,2,4,7
COc1ccccc1CNC(=O)c1ccc(NS(C)(=O)=O)cc1,-3,3,-23[20 µM],29,-6,0,3,3,20
CSc1ccc(NC(=O)Nc2cc(C)ccn2)cc1,-2,-7,-19,12&9,-4,-6,1,-4,33
O=C(OCC(=O)N1CCCCC1)c1cc(NS(=O)(=O)c2ccc(Cl)c([N+](=O)[O-])c2)ccc1O,-3,-4,-30,6,-3,-15,6,1,12
COc1ccc(NC(=O)c2cccnc2C(=O)O)c(OC)c1,1,-4,-2[20 µM],7,-11,0,5,6,15
COc1ccc(-c2cc(C(=O)NCCCn3ccnc3)no2)cc1,-4,-2,-19,5,0,-6,1,-4,11
CC(C)(C)c1ccc(/C=N/NC(=S)Nc2cccnc2)cc1,8,-7,-6,16,-6,1,-4,12,12
O=C(Nc1cc(=O)[nH]c2nc(-c3ccccc3)nn12)c1ccc(Cl)cc1,-2,-5,-11,5,-1,-13,3,-4,-14
CCCCc1c(CCC)c(=N)c2ccccc2n1C,76*,-15,-9[20 µM],12,11,0,2,68*,20
COc1ccccc1CNC(=O)C1=CCN(S(=O)(=O)c2ccc(C)cc2)CC1,0,-1,-23,7,-8,-5,1,3,-4
COC(=O)c1sc(=S)n(-c2ccc(Cl)cc2)c1C,0,-41,-10[20 µM],7,-14,-5,-7,4,23
N#CCC(=O)c1sccc1-n1cccc1,3,-7,-20,7,5,-42,6,5,11
O=C(OCCOc1ccc(Br)cc1)c1cnccn1,0,-5,-14[20 µM],11,0,-11,-6,5,11
COc1cccc(CNC(=O)CCC2CCCN(C(=O)c3csc(C(C)C)n3)C2)c1 (stereo unspecified),4,-3,-29,4,-3,-2,-1,8,6
C=CCOc1ccc(C2/C(=C(\O)c3c(C)[nH]c(C(=O)OC)c3C)C(=O)C(=O)N2CCN(C)C)cc1 (stereo unspecified),-1,-29,-14[20 µM],14,-5,2,4,3,7
CCOC(=O)C1=C(C)N(C)C(=O)NC1c1c(C)nn(-c2ccccc2)c1C (stereo unspecified),1,2,-8[20 µM],14,4,-1,3,2,15
COc1cccc(NC(=O)NCc2cccn2C)c1,6,3,-10,11,-6,/,0,5,-18
Cc1nc(SCC(=O)c2c[nH]c3ccccc23)n[nH]1,4,4,-9[20 µM],11,-6,-13,-3,3,12

# Compound profiles, from the list above. Screens in order: Ba/F3 V617F tox | Tb hexokinase | Furin inhibitor | EP2 antag | RBBP9 inh | p47phox inh | p97 inhibitor | BaF3 tox | PPC-1+TRAIL kill
# Cc1c(N2C(=O)c3ccc(Br)cc3C2=O)c(=O)n(-c2ccccc2)n1C is entered as -3 | -1 | -16[20 µM] | 10 | -6 | -14 | 4 | 0 | 20
# COc1cccc(NC(=O)NCc2cccn2C)c1 is entered as 6 | 3 | -10 | 11 | -6 | / | 0 | 5 | -18

# 3 of the compounds above, bar-delimited.
molecule | Ba/F3 V617F tox | Tb hexokinase | Furin inhibitor | EP2 antag | RBBP9 inh | p47phox inh | p97 inhibitor | BaF3 tox | PPC-1+TRAIL kill
COc1ccccc1N1CCN(CC(=O)Nc2ccc(C)c(F)c2)CC1 | -2 | 0 | 5 | 15 | -3 | -1 | -1 | 3 | 22
COC(=O)c1ccc(COc2ccc(-c3nnn(CC(N)=O)n3)cc2)cc1 | -5 | -9 | -32 | 6 | 5 | -4 | 6 | -2 | 18
CSc1ccc(NC(=O)Nc2cc(C)ccn2)cc1 | -2 | -7 | -19 | 12&9 | -4 | -6 | 1 | -4 | 33

# More structures follow:
SMILES,Ba/F3 V617F tox,Tb hexokinase,Furin inhibitor,EP2 antag,RBBP9 inh,p47phox inh,p97 inhibitor,BaF3 tox,PPC-1+TRAIL kill
COc1ccc(-c2nnc(N(C)C(=O)c3cccnc3)s2)cc1,5,-9,-23,11,-8,-9,-2,1,2
COc1ccc2[nH]cc(CCn3ccc(=O)c(C)c3C)c2c1,2,-8,-28,5,2,2,1,4,10
O=C(CSc1nnc(-c2ccc(C(F)(F)F)cn2)s1)c1ccc(Cl)cc1,-3,-12,-26,13,-2,-127,4,0,10
Cc1ccnc2nc(C(=O)N3CCN(S(=O)(=O)c4ccccc4)CC3)nn12,-3,25,-14,11,-6,-11,6,4,28
O=C(Nc1nc2ccccc2n1CCOc1ccccc1)c1ccco1,3,-3,-22,10,-6,-8,-2,5,-2
N/C(=N\OC(=O)c1cc(Cl)ccc1Cl)c1ccccn1,0,26,-13,8,-5,-11,-1,6,55*[5 µM]
CCOc1ccc2nc(NC(=O)CN3CCOCC3)sc2c1,-5,-1,-21,3,0,2,6,-5,-6
COc1ccccc1N1CCN(C(=O)Nc2cccc(Cl)c2)CC1,3,0,0[20 µM],6,-12,-8,-5,6,16
O=C(CC1(O)C(=O)N(Cc2ccccc2)c2ccccc21)c1ccncc1 (stereo unspecified),-4,-1,-29,9,-4,-15,7,-1,34
COCCn1c(SCc2cnc(-c3ccccc3)s2)nnc1-c1ccncc1,0,-2,-24,12,-14,-6,2,2,2
COc1ccc2cnnc(SCC(=O)Nc3ccc(C(C)=O)cc3)c2c1OC,-4,-13,-14,13,-3,-3,0,0,2
COc1ccc(C2(C)NC(=O)N(Cc3cc(Cl)cc4c3OCOC4)C2=O)cc1OC (stereo unspecified),-2,53*,-1,11,-4,-3,-3,2,19
O=C1CSC(=S)N1/N=C/C=C/c1ccccc1,2,-6,2,15,-15,-20,-5,2,9
CC(=O)Nc1ccc(NC2=Nc3ccccc3N3C2=Nc2c(c(C)nn2-c2ccccc2)C3c2ccccc2)cc1 (stereo unspecified),3,-15,3[20 µM],26,-1,-11,-6,3,16
Cc1c(C#N)sc2nc(-c3ccccc3)nc(N3CCCC3)c12,95*,-2,-4[20 µM],4,2,-5,1,-1,13
